Source: PubChem BioAssay (The Scripps Research Institute Molecular Screening Center)
PP5 inh = PP5 phosphatase inhibitors, primary screen, biochemical, fluorescence. AID 1987, 2009. inhibition, % at 6.7 µM. 320,000 tested, 0.18% active. purified PP5c, OMFP substrate fluorescence;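 active means inhibition above the campaign's mean inhibition across all tested compounds plus 3 SD, cut at about 9.5% in these data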;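 further: 0% = DMSO only and 100% = 100 µM cantharidin control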
PP1 counter = PP1-alpha phosphatase inhibitors, primary screen, counter-screen for PP5 inhibitor project, biochemical, fluorescence, OMFP substrate, single point. Serine/threonine-protein phosphatase PP1-alpha catalytic subunit (Homo sapiens), P62136. purified PP1alpha. inhibition, % at 6.7 µM. 320,000 tested, 0.9% active;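 active means inhibition above the mean inhibition of all tested compounds plus 3 SD, computed separately for each screening campaign, cut at about 15% in these data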
TPT1 inhibitor = Candida albicans TPT1 enzyme inhibitors, primary screen, biochemical, fluorescence polarization; tRNA 2'-phosphotransferase TPT1 (Candida albicans SC5314); recombinant caTPT1, FP RNA substrate dephosphorylation; inhibition, % at 5 µM; 300,000 tested, 0.81% active; AID 1962, 2009;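 active means inhibition above the mean of all tested compounds plus 3 SD, set per screening campaign, cut at about 24% in these data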;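 further: plate controls were DMSO alone for no effect and ferristatin control at 100 nM for full effect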
core dimer inh = inhibitors of HCV core protein dimerization, primary screen, biochemical, TR-FRET, high-throughput. 300,000 tested, 0.33% active. TR-FRET GST/Flag-core106 dimerization, 1536-well. AID 1899, 2009. inhibition, % at 5 µM;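 active means inhibition above the mean of all tested compounds plus 3 SD, set per screening campaign, cut at about 45% in these data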
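Assay system: GST-tagged and Flag-tagged HCV core protein residues 1-106 / Times: compound-protein-antibody incubation 4 h at 22.5 °C / Signal: time-resolved FRET, ex 340 nm, em 617 and 671 nm / Evaluation: % inhibition based on acceptor/donor emission ratio / Benchmarks: wells lacking GST-core106 and wells with excess unlabelled core106 / Repeats: singlicate, one well per compound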
PAFAH2 FP inh = PAFAH2 enzyme inhibitors, primary screen, biochemical, fluorescence polarization, human | Platelet-activating factor acetylhydrolase 2, cytoplasmic (Homo sapiens), Q99487 | recombinant PAFAH2, FP-rhodamine activity probe | inhibition, % at 3.39 µM | 340,000 tested, 0.99% active | AID 492956, 2010;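 active means inhibition above the mean over all tested compounds plus 3 SD, cut at about 30% in these data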;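 further: inhibitors block probe labeling of enzyme so polarization drops; 0% = enzyme with DMSO and 100% = wells lacking PAFAH2 protein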
CTSL1 counter = Fasciola hepatica cathepsin L1 inhibitors, primary screen, counter-screen for PFM18AAP inhibitor project, biochemical, QFRET, fluorogenic peptide substrate; recombinant F. hepatica cathepsin L1, Z-Leu-Arg-MCA fluorescence; inhibition, % at 5.96 µM; 300,000 tested, 0.49% active; AID 1906, 2009;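 active means inhibition above the mean of all tested compounds plus 3 SD, set per screening campaign, cut at about 17% in these data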;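 further: 0% = plate median of test compound wells and 100% = 1 µM Z-Phe-Ala-diazomethylketone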
AHR activator = AHR activators, primary screen, cell-based, luminescence, luciferase reporter, human; Aryl hydrocarbon receptor (Homo sapiens), P35869; AHR-responsive luciferase reporter cells; activation, % at 5 µM; 320,000 tested, 2.5% active; AID 2796, 2010; in the data active means activation above about 47%;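 further: 0% = vehicle wells and 100% = reference agonist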
Target sequence (P35869 whole entry, looked up): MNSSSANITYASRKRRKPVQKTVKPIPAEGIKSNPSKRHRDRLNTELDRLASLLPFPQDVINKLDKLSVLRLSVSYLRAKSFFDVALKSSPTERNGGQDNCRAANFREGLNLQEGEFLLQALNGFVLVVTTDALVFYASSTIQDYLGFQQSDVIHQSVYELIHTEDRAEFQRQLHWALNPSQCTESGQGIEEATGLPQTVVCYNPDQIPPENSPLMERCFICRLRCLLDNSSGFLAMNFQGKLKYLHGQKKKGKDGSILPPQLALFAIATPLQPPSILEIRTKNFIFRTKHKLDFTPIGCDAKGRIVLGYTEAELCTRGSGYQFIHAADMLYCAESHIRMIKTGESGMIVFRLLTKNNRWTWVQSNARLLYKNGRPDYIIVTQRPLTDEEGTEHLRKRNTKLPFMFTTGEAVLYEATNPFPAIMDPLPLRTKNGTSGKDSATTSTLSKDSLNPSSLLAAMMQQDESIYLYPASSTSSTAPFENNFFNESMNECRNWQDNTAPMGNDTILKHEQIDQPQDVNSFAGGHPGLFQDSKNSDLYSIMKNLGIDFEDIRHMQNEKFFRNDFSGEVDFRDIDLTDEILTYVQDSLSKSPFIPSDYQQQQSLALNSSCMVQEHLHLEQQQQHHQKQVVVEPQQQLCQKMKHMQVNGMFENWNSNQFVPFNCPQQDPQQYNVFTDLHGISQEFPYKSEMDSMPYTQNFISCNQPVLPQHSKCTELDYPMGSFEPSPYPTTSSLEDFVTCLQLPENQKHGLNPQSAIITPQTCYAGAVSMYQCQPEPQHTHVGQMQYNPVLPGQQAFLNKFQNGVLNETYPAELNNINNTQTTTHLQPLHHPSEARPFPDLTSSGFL
procasp7 counter = procaspase-7 activators, primary screen, counter-screen for procaspase-3 activator project, biochemical, absorbance, HTS, human. Caspase-7 (Homo sapiens), P55210. 330,000 tested, 0.093% active. recombinant procaspase-7, Ac-DEVD-pNA absorbance 405 nm; D23A/D198A/D206A triple mutant, cannot self-cleave; scale: DMSO 0, 5 µM enzyme 100. activation, % at 8.5 µM. AID 463210, 2010;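 active means percent activation above the screen-wide mean plus 3 SD, cut at about 25% in these data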
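Material: Procaspase-7 triple mutant (PC-7 D3A) | Quantity: 2 µM procaspase-7 mutant as dispensed | Reagent: DEVD-pNA substrate | Times: 1 h preincubation, 2 h reaction | Technique: 405 nm absorbance of p-nitroaniline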
proCasp3 act = activators of human procaspase-3 D3A mutant, primary screen, biochemical, absorbance, PC-3 D3A mutant, single concentration; activation, % at 8.5 µM; AID 463141, 2010; Caspase-3 (Homo sapiens), P42574; 330,000 tested, 0.11% active; recombinant procaspase-3 D3A, Ac-DEVD-pNA absorbance 405 nm;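 active means activation above the mean of all tested compounds plus 3 SD, cut at about 21% in these data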;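 further: 0% = DMSO alone and 100% = DMSO wells spiked with extra 5 µM PC-3 D3A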
Target sequence (P42574 whole entry D9A/D28A/D175A): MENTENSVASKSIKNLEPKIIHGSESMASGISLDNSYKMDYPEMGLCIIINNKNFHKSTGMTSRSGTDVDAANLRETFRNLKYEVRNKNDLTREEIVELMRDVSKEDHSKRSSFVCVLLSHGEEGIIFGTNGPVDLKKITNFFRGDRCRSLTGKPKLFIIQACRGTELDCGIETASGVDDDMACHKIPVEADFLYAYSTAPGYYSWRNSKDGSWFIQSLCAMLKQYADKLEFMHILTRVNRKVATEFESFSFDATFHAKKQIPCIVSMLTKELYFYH
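Evaluation: percent activation relative to control range; Material: Procaspase-3 D3A mutant, all three cleavage aspartates alanine; Compound: single dose, 8.5 µM nominal compound, 0.8% DMSO; Replication: one well per compound; Signal: absorbance at 405 nm, 0 and 120 min; Schedule: 1 h preincubation plus 2 h reaction at 25 °C.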
* marks the source's active call; other numbers are inactive results; / = no result given.

SMILES | PP5 inh | PP1 counter | TPT1 inhibitor | core dimer inh | PAFAH2 FP inh | CTSL1 counter | AHR activator | procasp7 counter | proCasp3 act
CCOC(=O)N1CCC(NC(=O)CCc2ccccc2)CC1 | 6.6 | 2 | 0 | 9 | -3 | -5 | 0 | -2 | 1
CCC(=O)N1CC2(c3ccccc3)CN(C(=O)CC)CC(c3ccccc3)(C1)C2=O | 0.8 | 1 | 2 | 1 | -2 | -2 | 0 | -1 | -6
COc1ccc(C(=O)NCCc2ccc(Cl)cc2)cc1S(=O)(=O)N1CCCCC1C (stereo unspecified) | -0.5 | -4 | / | / | 2 | / | 0 | 2 | 2
On1c(-c2ccco2)nc2c1CCc1nonc1-2 | 0.3 | -3 | 4 | -5 | -7 | 8 | 1 | -2 | 2
Cc1ccc(C2N(c3ccc(F)cc3)C(=O)C3CCCN32)cc1 (stereo unspecified) | -1.2 | -4 | -1 | 3 | 0 | 2 | 1 | 4 | 5
CC(C)=NNc1nc(-c2ccc(N3C(=O)CCC3=O)cc2)cs1 | 2.2 | -1 | -1 | 26 | -3 | 2 | -4 | 1 | -1
CCN(CC)S(=O)(=O)N1CCC(C(=O)NCc2ccco2)CC1 | 0.5 | 0 | -2 | -3 | 3 | 1 | 3 | 6 | 0
Nc1nnc(SCC(=O)NC23CC4CC(CC(C4)C2)C3)s1 | 1.6 | 1 | 1 | -2 | -4 | -2 | 1 | 4 | -3
O=C(NCc1cccs1)C1CCC(CNS(=O)(=O)c2cccc3nsnc23)CC1 (stereo unspecified) | 0.7 | -4 | -2 | 4 | 5 | -1 | 0 | 0 | 7
COc1ccc(NC(=O)c2cccc(Cn3cc(Br)c([N+](=O)[O-])n3)c2)c(C)c1 | 1.6 | 6 | 0 | 7 | -14 | -4 | 6 | 3 | 0
CC(C)N=C(NC#N)SCc1ccccc1 | -1.5 | -3 | 0 | -3 | -2 | -3 | 1 | 11 | -1
CCOc1ccc(NC(=S)N2CCN(S(=O)(=O)c3ccc(C)cc3)CC2)cc1 | 4.4 | -2 | 3 | -19 | 10 | 0 | 1 | 3 | 9
CCc1nc(SCc2nc3ccccc3[nH]2)c2oc3ccccc3c2n1 | 4.5 | 5 | -1 | 0 | -18 | 2 | 14 | 4 | 4
Cc1cccc(-n2ncc3c(Nc4c(C)n(C)n(-c5ccccc5)c4=O)ncnc32)c1 | -1.6 | -2 | 1 | -2 | -1 | -2 | 7 | 7 | 0
Cc1c(C(=O)NC(=S)NCc2cccnc2)cccc1[N+](=O)[O-] | 3.1 | 2 | 1 | -8 | -2 | -6 | 28 | 2 | -8
COc1cc(C(=O)N2CCN(CCCc3ccccc3)CC2)cc(OC)c1OC | 2.9 | 1 | -3 | -6 | 7 | 0 | 3 | 1 | -12
CCn1c(SCC(=O)Nc2nnc(C)s2)nnc1-c1ccco1 | 2.8 | -2 | -2 | -4 | 5 | 3 | 1 | 0 | 16
N#Cc1c(Sc2ncc(C(F)(F)F)cc2Cl)nsc1C/C=N\OCc1c(F)cccc1Cl | -0.8 | 2 | 36* | 54* | 0 | 1 | 1 | 2 | -12
C=CCc1cccc(C=Nc2ccc(Br)cc2)c1O | 0.0 | -1 | -2 | 4 | 1 | 2 | 1 | -4 | 1
CCOC(=O)c1c(NC(=O)COC(=O)/C=C/c2ccccc2)sc(C(=O)NC)c1C | -2.6 | -4 | / | / | 10 | / | 0 | 7 | 6
COc1ccc(NC(=O)c2ccco2)cc1NC(=O)c1cc2ccccc2o1 | 2.4 | 2 | 2 | 12 | -6 | 0 | 62* | 14 | 1
CC(C)(C)c1ccc(/C=C/C(=O)N2CCN(c3ncccn3)CC2)cc1 | 2.9 | 1 | 1 | 3 | 4 | 5 | 2 | 1 | -7
CC(C)(C)OC(=O)CC[C@@H](C(=O)N1CCN(C(=O)OC(C)(C)C)CC1)n1cc(C(Cc2ccc(O)cc2)NC(=O)OC(C)(C)C)nn1 (stereo partly specified) | 2.6 | -2 | -4 | 9 | 1 | 1 | 2 | -8 | -5
COC(=O)Cc1c(C)c2ccc(OCC(=O)NCc3ccc4c(c3)OCO4)cc2oc1=O | 2.3 | 1 | 0 | 14 | -6 | 1 | -1 | 13 | 0
COc1ccc(N(CC(=O)Nc2ccccc2F)S(=O)(=O)c2ccc(C)c([N+](=O)[O-])c2)cc1 | 2.2 | 0 | -5 | 13 | 19 | 0 | 17 | -8 | -1

Single records, as listed above. Values in the order: PP5 inh, PP1 counter, TPT1 inhibitor, core dimer inh, PAFAH2 FP inh, CTSL1 counter, AHR activator, procasp7 counter, proCasp3 act
Entry for `Cc1ccc(C2N(c3ccc(F)cc3)C(=O)C3CCCN32)cc1` (stereo unspecified) : -1.2, -4, -1, 3, 0, 2, 1, 4, 5
Entry for `COC(=O)Cc1c(C)c2ccc(OCC(=O)NCc3ccc4c(c3)OCO4)cc2oc1=O` : 2.3, 1, 0, 14, -6, 1, -1, 13, 0
Entry for `CCc1nc(SCc2nc3ccccc3[nH]2)c2oc3ccccc3c2n1` : 4.5, 5, -1, 0, -18, 2, 14, 4, 4

Carrying on.
SMILES | PP5 inh | PP1 counter | TPT1 inhibitor | core dimer inh | PAFAH2 FP inh | CTSL1 counter | AHR activator | procasp7 counter | proCasp3 act
COc1ccc(C(=O)Nc2sc(C)c(-c3ccccc3)c2C#N)cc1OC | 6.0 | -2 | 0 | 15 | -4 | 3 | 24 | -9 | -1
Cc1c(C(=O)O)cccc1-n1c(C)cc(/C=N/NC(=O)c2cc3ccccc3o2)c1C | 2.2 | -7 | -1 | -15 | 4 | 8 | 18 | -1 | 14
Cc1ccc(N(C(=O)Cn2nnc3ccccc32)C(C(=O)NC2CCCCC2)c2cn(C)nc2C)cc1 (stereo unspecified) | 1.3 | -3 | -2 | 5 | 9 | 4 | 7 | 7 | 4
CN(CCO)c1nc2c(c(=O)n(Cc3ccc(Cl)cc3)c(=O)n2C)n1C | 1.2 | 0 | 0 | -1 | -1 | 3 | 1 | -4 | 8
Cc1cc(=O)oc2cc(OCc3ccc(C(=O)OCC(=O)NC4CCS(=O)(=O)C4)cc3)ccc12 (stereo unspecified) | 0.1 | -2 | 0 | 3 | 8 | -4 | 3 | -4 | 6
CC(C)(c1ccccc1)c1ccc(OCC(O)CNC2CCN(Cc3ccccc3)CC2)cc1 (stereo unspecified) | 0.6 | 16* | -4 | -2 | 5 | -1 | 1 | 9 | -2
O=C(Cc1cccs1)N(Cc1cccs1)C1(C(=O)NC2CCCCC2)CCCCC1 | -1.1 | 1 | -5 | 10 | -10 | 0 | 3 | -8 | -1
COc1ccc(C(=O)C(C)OC(=O)c2cccc(S(=O)(=O)Nc3c(C)n(C)n(-c4ccccc4)c3=O)c2)cc1 (stereo unspecified) | / | / | / | / | 7 | / | -1 | 2 | 0
Cn1cnc([N+](=O)[O-])c1Oc1ccc2ccccc2c1 | -1.9 | -5 | 5 | -1 | 4 | -5 | 29 | -8 | -8
COC(=O)c1cnn(-c2nc3c(C)cccc3s2)c1C | 1.8 | -9 | 5 | 2 | 9 | 0 | 6 | 2 | -1
CC(C)(C)C(=O)N1CCCC1C(=O)O (stereo unspecified) | 0.7 | -2 | -2 | 2 | 4 | 3 | 0 | 2 | 10
O=C(NC(=S)Nc1ccc(CN2CCCCC2)cc1)c1cc2ccccc2o1 | -1.0 | 0 | -2 | -1 | -8 | 2 | 0 | 1 | 1
COC(=O)N1CC(C)N(C(=O)OC)CC1C (stereo unspecified) | 0.3 | -1 | -3 | 1 | 7 | 0 | 0 | 1 | 5
Cc1cccc(C(=O)NNC(=O)c2csc(N3CCOCC3)n2)c1C | -1.0 | 1 | -3 | 1 | -1 | -1 | 0 | 4 | 5
O=C(NCC1COc2ccccc2O1)C1CCCN(S(=O)(=O)c2cccc3nsnc23)C1 (stereo unspecified) | 1.7 | 1 | -4 | 1 | -1 | 0 | -1 | 3 | 2
O=S(=O)(Nc1ccc(Cl)cn1)c1cccs1 | 2.4 | 3 | -5 | -8 | 9 | -5 | 3 | -4 | -10
CCCN1C(=O)C(O)(c2c(C)[nH]c3ccccc23)c2ccccc21 (stereo unspecified) | 3.0 | -5 | -1 | 0 | 3 | 3 | 8 | 2 | -6
CCOC(=O)C1CCN(C(=O)c2sc3nc(-c4ccccc4)cn3c2C)CC1 | 0.6 | 2 | 2 | 1 | 1 | 0 | 1 | 11 | -2
O=C(COC(=O)c1cccnc1Nc1ccccc1F)NCc1ccc2c(c1)OCO2 | -1.8 | -1 | 3 | 9 | -5 | 3 | 2 | -2 | 7
COc1ccccc1/C=C/C(=O)Nc1cccc(C(C)=O)c1 | 2.3 | 3 | -2 | -3 | -5 | -4 | 6 | -2 | -8
CSc1ncccc1C(=O)N1CCN(S(=O)(=O)c2ccc3c(c2)OCCO3)CC1 | / | / | / | / | 11 | / | 3 | 8 | 1
COc1cc2c(cc1NC(=O)C(C)Sc1ccc(C)cc1)oc1ccccc12 (stereo unspecified) | 1.3 | 1 | 4 | -3 | -5 | 0 | 7 | 7 | -1
COc1ccccc1NC(=O)COC(=O)c1ccccn1 | 2.7 | 2 | -2 | 7 | 11 | -2 | 0 | -3 | 2
C/C(=C1\SC(N2CCOCC2)=NC1=O)c1ccccc1 | 2.2 | 3 | 3 | -3 | 5 | -1 | 5 | 6 | -7
COc1ccc(C(=O)/C=C/N(C)C)cc1 | -0.9 | -3 | 1 | 0 | 7 | 0 | -2 | -10 | 1
CC(=O)Nc1ccc(S(=O)(=O)C(C#N)c2nc3ccccc3nc2NCCN2CCOCC2)cc1 (stereo unspecified) | 0.3 | -1 | 8 | -2 | 5 | 2 | 2 | 6 | 10
COC(=O)c1ccccc1NS(=O)(=O)c1c(C)noc1C | 0.1 | -3 | -4 | 2 | 3 | -1 | -2 | 2 | -1
Cc1cc(O)ccc1Nc1nc(-c2sc(N)nc2C)cs1 | 5.1 | 2 | 8 | -12 | -2 | -2 | -8 | -21 | -10
COc1ccc(NC(=O)CN2C(=O)CC(C)S(=O)(=O)c3ccccc32)cc1 (stereo unspecified) | 3.5 | 1 | 1 | -6 | 3 | -4 | 8 | -2 | 4
COc1ccccc1CC(=O)Nc1ccc([N+](=O)[O-])cc1OC | 3.5 | 1 | 1 | -5 | -2 | -3 | -2 | -2 | 4
